PvdQ acylase – P. aeruginosa PvdQ acylase inhibitors, primary screen, biochemical, fluorescence, plate reader and imaging, single point; PvdQ acylase [Pseudomonas aeruginosa LESB58]; purified PvdQ acylase; inhibition, % at 10 µM; 340,000 compounds, 0.063% hits; AID 488965, 2010; in the data active = inhibition above about 30%, passing the limit was not always enough; inconclusive = no clear call, values can overlap the other calls;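 also: 0% = vehicle neutral wells and 100% = reference inhibitor wells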
CAL PDZ FP-1 – CAL PDZ peptide-binding inhibitors, primary screen, biochemical, fluorescence polarization, Cer-tagged CAL PDZ, HTS | Golgi-associated PDZ and coiled-coil motif-containing protein (Homo sapiens), Q9HD26 | purified CAL PDZ, TMR-peptide fluorescence polarization, 1 h | inhibition, % at 20 µM | 330,000 compounds, 0.02% hits | AID 504414, 2011;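 active = highest replicate inhibition of at least 40%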;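 also: plate controls were DMSO neutral control wells for no effect and unlabeled competitor peptide control wells for full effect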
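Test system: tagged CAL PDZ domain / Buffer or medium: sodium phosphate/NaCl buffer pH 7.4 with TCEP, IgG, Thesit / Reagent: TMR-labelled reporter peptide T*-PRC34 bound in PDZ groove / Compound dosing: single point, 20 µM / Schedule: 1 h incubation at room temperature before polarization reading / Technique: fluorescence polarization (mP) / Benchmarks: unlabelled peptide, DMSO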
MITF TRPM1 HTS – activators of MITF-driven TRPM1 promoter reporter, primary screen, cell-based, SK-MEL-5, luciferase, single point; SK-MEL-5 TRPM1-promoter luciferase, 24 h; % of positive control, neutral wells = 0; activation, % at 12.5 µM; 300,000 compounds, 0.75% hits;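 active = mean activation of at least 80% with every replicate also reaching 80%; inconclusive = mean reaches 80% but some replicate falls short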;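 also: 0% = neutral control wells and 100% = parthenolide positive control wells; values of inactives mirror those of a sister screen read the other way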
SR-BI DiI inh – inhibitors of SR-BI mediated HDL lipid uptake, primary screen, ldlA[mSR-BI] cells, fluorescence, single point | inhibition, % at 12.5 µM | 320,000 compounds, 0.96% hits | AID 488896, 2010 | ldlA[mSR-BI] CHO cells, DiI-HDL uptake fluorescence, 3 h;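 active = mean replicate inhibition of at least 70% and a set share of replicates each scoring 70 or more; inconclusive = meets just one of the two criteria; inactive = fails both criteria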;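 also: 0% = median of neutral control wells and 100% = median of positive control wells; values of inactives mirror those of a sister screen read the other way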
Rtt109 Vps75 – inhibitors of C. albicans Rtt109/Vps75 HAT, primary screen, biochemical, ThioGlo CoA-SH fluorescence, plate reader; inhibition, % at 34.9 µM; AID 540336, 2011; purified Rtt109/Vps75, 4 h; 330,000 compounds, 0.16% hits; Histone acetyltransferase RTT109 (Candida albicans (strain SC5314 / ATCC MYA-2876)), …;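 active = inhibition of at least 50% in every replicate; inconclusive = best replicate reaches 50% inhibition but some replicates fall short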
Target sequence (Q5AAJ8 whole entry, looked up): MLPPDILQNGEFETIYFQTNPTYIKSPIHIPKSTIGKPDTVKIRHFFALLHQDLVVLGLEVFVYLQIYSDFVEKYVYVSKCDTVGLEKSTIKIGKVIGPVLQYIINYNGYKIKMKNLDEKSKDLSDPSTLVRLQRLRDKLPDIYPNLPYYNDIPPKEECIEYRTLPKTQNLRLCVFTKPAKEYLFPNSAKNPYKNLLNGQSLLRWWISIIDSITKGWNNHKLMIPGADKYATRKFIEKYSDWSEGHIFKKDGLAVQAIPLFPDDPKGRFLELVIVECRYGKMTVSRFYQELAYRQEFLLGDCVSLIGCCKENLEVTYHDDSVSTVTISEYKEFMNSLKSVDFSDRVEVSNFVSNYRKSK
CAL PDZ FP-2 – untagged CAL PDZ binding inhibitors, primary screen, biochemical, fluorescence polarization, HTS; Golgi-associated PDZ and coiled-coil motif-containing protein (Homo sapiens), Q9HD26; inhibition, % at 24.9 µM; 300,000 compounds, 0.92% hits; AID 602252, 2012; purified CAL PDZ, TMR-peptide fluorescence polarization, 1 h;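 active = mean inhibition of at least 30% with at least half of replicates also reaching 30%; inconclusive = no clear call, values can overlap the other calls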;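 also: 0% = DMSO neutral control and 100% = excess unlabeled competitor peptide PRC23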
NSD2 HMT inh – NSD2 histone methyltransferase inhibitors, primary screen, biochemical, AlphaScreen, single concentration, set 2; Histone-lysine N-methyltransferase NSD2 (Homo sapiens), O96028; NSD2 peptide methylation, 120 min; inhibition, % at 12.5 µM; 310,000 compounds, 0.54% hits; AID 743445, 2014; in the data active = inhibition above about 50%
dFosB activator – activators of delta FosB homodimer, primary screen, biochemical, fluorescence polarization, TAMRA-CDK5 oligo, single point. Protein FosB (Mus musculus), P13346. purified delta FosB; percent of positive-control signal above neutral wells. activation, % at 25 µM. 340,000 compounds, 0.99% hits;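 active = mean activation above about 17%, with every replicate also reaching it, limit read from the data, passing the limit was not always enough; inconclusive = only one of the two conditions met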;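 also: fluorescence polarization rise as delta FosB binds a TAMRA Cdk5 AP-1 oligo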
Target sequence (P13346 whole entry, looked up): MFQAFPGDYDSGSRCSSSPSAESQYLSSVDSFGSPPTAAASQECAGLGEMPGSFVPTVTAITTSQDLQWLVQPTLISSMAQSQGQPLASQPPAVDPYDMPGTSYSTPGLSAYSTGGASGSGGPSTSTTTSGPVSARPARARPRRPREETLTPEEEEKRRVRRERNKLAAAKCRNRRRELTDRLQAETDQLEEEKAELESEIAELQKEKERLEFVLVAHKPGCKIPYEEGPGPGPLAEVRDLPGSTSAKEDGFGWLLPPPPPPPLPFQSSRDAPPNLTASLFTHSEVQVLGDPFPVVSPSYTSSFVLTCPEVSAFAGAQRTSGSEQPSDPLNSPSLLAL
PfHsp90 yeast 2 – growth inhibition of PfHsp90-expressing yeast, primary screen, antimalarial PfHsp90 inhibitor project, S. cerevisiae, BacTiter-Glo luminescence, single point, set 2; inhibition, % at 9.4 µM; 310,000 compounds, 0.32% hits; BacTiter-Glo ATP, 48 h; yeast lacking PDR1 and PDR3 efflux regulators;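 active = every replicate shows inhibition above about 80%, whatever the replicate mean, limit read from the data; inconclusive = mean inhibition reaches the set limit but some replicate falls short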;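 also: 0% = DMSO neutral controls and 100% = 20 µM radicicol positive controls; yeast relying on Plasmodium falciparum Hsp90 in place of its own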
SR-BI uptake up – activators of SR-BI mediated DiI-HDL uptake, primary screen, ldlA[mSR-BI] CHO cells, DiI fluorescence; activation, % at 12.5 µM; 320,000 compounds, 0.096% hits; 3 h; 100 = double the neutral-control signal; AID 504775, 2011;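 active = mean replicate activation of at least 60% and every replicate at or above 60%; inconclusive = mean or all-replicate condition met, but not both; inactive = mean below 60% and not all replicates reaching 60%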;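 also: 0% = median plate neutral-control signal and 100% = twice that signal; values of inactives mirror those of a sister screen read the other way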
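system = CHO ldlA[mSR-BI] cells, LDL receptor-null, SR-BI overexpressing | medium = Ham's F12 with 0.5% BSA, HEPES 25 mM, pH 7.4 | probe or stimulus = DiI-HDL 10 µg/mL | compound dosing = single-point compound dose | incubation = compound exposure 3 h, 37 °C | technique = DiI fluorescence, bottom read | read-out = cell-associated DiI fluorescence as measure of HDL uptake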
* marks the source's active call; other numbers are inactive results; ? = inconclusive; / = not tested or not shown.

Sample of the layout, two compounds:
SMILES	PvdQ acylase	CAL PDZ FP-1	MITF TRPM1 HTS	SR-BI DiI inh	Rtt109 Vps75	CAL PDZ FP-2	NSD2 HMT inh	dFosB activator	PfHsp90 yeast 2	SR-BI uptake up
CCOc1ccc(NC(=O)CN(C)C(=O)C2CC(=O)N(c3cccc(SC)c3)C2)cc1OCC (configuration not stated)	-11	-0.5	-3	72*	-1	-6	2	-5	15	-72
O=C(CCCOC(=O)c1ccc(O)cc1O)c1ccc(Br)cc1	-7	-3.1	4	5	-6	0	-2	3	-22	-5

This part in full, repeating the preview:
SMILES	PvdQ acylase	CAL PDZ FP-1	MITF TRPM1 HTS	SR-BI DiI inh	Rtt109 Vps75	CAL PDZ FP-2	NSD2 HMT inh	dFosB activator	PfHsp90 yeast 2	SR-BI uptake up
CCOc1ccc(NC(=O)CN(C)C(=O)C2CC(=O)N(c3cccc(SC)c3)C2)cc1OCC (configuration not stated)	-11	-0.5	-3	72*	-1	-6	2	-5	15	-72
O=C(CCCOC(=O)c1ccc(O)cc1O)c1ccc(Br)cc1	-7	-3.1	4	5	-6	0	-2	3	-22	-5
Nn1c(SCC(=O)N2CCCCCC2)nnc1-c1ccco1	-7	0.5	-13	-22	-1	-2	0	0	6	22
Cc1nnc(NC(=O)C23CC4CC(C)(CC(C)(C4)C2)C3)s1	6	0.4	/	1	7	2	1	-5	-7	-1
COc1cccc(Cn2c(=O)sc3ccccc3c2=O)c1	-12	-0.7	32	1	1	-5	-1	-4	-24	-1
CCCCN(C)C(=O)c1ccc2c(c1)S(=O)(=O)c1ccccc1C2=O	2	-3.3	-1	-5	0	-8	3	0	-23	5
CCN(CCn1cccn1)C(=O)c1ccc2nc(Cc3ccc(OC)cc3)oc2c1	-4	-4.1	-17	7	9	-3	-2	1	3	-7
CNC(=S)N/N=C/c1cn(Cc2ccc(F)cc2)c2ccccc12	4	-1.2	-4	62	4	-1	1	1	-45	-62
CC12c3ccccc3C(c3ccccc31)C1C(=O)N(Cc3cccnc3)C(=O)[C@H]12 (some centres not stated)	-14	0.2	-12	-21	1	-2	/	-8	-39	21
CCOc1ccc(C2NC(=O)c3ccccc3O2)cc1OC (configuration not stated)	6	-3.6	/	10	-5	-1	-3	-5	2	-10
CC(=O)c1c(C)[nH]c(C(=O)OCC(=O)Nc2cccc(S(=O)(=O)N(C)C)c2)c1C	-3	-1.4	-8	66	3	/	0	-4	8	-66
CC(=O)Nc1ccc(S(=O)(=O)Nc2ccc3c(c2)CCC3)cc1	11	-0.5	-8	-4	6	-5	2	-9	-12	4
COc1ccccc1C/C(N)=N/OC(=O)c1ccco1	2	0.9	-3	-6	-7	5	-1	-3	-9	6
Cc1onc(-c2c(F)cccc2Cl)c1C(=O)Nc1cc(S(=O)(=O)N2CCCCC2)ccc1O	1	-1.9	-1	-2	0	-7	5	-8	16	2
CCOc1ccc(N2CC(C(=O)NC(C)C)CC2=O)cc1 (configuration not stated)	3	-1.2	0	14	14	1	0	-3	-14	-14
COc1ccc(NC(=O)CN(C)CC(=O)Nc2ccc(Cl)c(S(=O)(=O)N(C)C)c2)cc1	-23	-0.9	4	24	-4	40*	-3	-5	/	-24
COc1ccc(CNC(=O)C2CC(c3ccc(C(F)(F)F)cc3)=NO2)cc1 (configuration not stated)	-3	0.3	-10	2	3	-6	/	8	-13	-2
COc1cc(OC)cc(-c2c(C#Cc3ccsc3)c3cc(-c4cccc5[nH]cc(C=O)c45)ccc3n2C)c1	5	-1.4	-7	-2	2	-1	/	0	-22	2
Cc1cc(C)c(S(=O)(=O)c2ccc(Cl)cc2)c(Cl)n1	4	-0.1	-15	9	-4	-1	-6	2	67	-9
CCSCc1nnc(SCC(=O)Nc2ccc(F)cc2)n1CC	-3	0.3	1	9	3	2	-2	-6	/	-9
CCc1nc2nc(C)c(NS(=O)(=O)c3ccc(CC(C)C)cc3)c(=O)n2[nH]1	9	-3.0	10	/	7	-4	-1	-7	-10	/
Cc1c(OC(C)C(=O)NCCN2CCOCC2)ccc2c3c(c(=O)oc12)CCC3 (configuration not stated)	-7	-0.9	25	-3	-10	-1	-1	-14	-9	3
N/C(=N\OC(=O)c1ccc(Cl)cc1Cl)c1cccnc1	4	-2.0	24	-33	-3	-1	-1	-14	/	33
CCCn1cc(S(=O)(=O)c2ccc(C)cc2)c(=O)c2cc(OC)c(OC)cc21	-1	-0.9	1	2	1	-3	-7	-9	3	-2
OCCC1CN(Cc2cccc3nccnc23)CCN1Cc1ccc(F)cc1 (configuration not stated)	-1	-1.2	-7	/	-5	1	1	-1	-22	/
Cc1ccc(NC(=O)c2cc(NC(=O)/C=C\C(=O)O)ccc2N2CCCCC2)cc1	7	-3.4	4	0	7	-3	8	-3	-22	0
O=C(COC(=O)CNS(=O)(=O)c1cccc(Br)c1)Nc1ccccc1Sc1ccccc1	0	0.2	-7	-14	2	-6	10	-9	23	14
O=C(c1ccco1)N1CCN(C(=O)C2CC(c3ccc(Cl)cc3)=NO2)CC1 (configuration not stated)	-3	-1.3	3	-6	-8	-3	-2	1	7	6
COc1ccc(CCNC(=O)CSc2nnc(CNC(=O)c3cccs3)o2)cc1OC	3	-1.5	-2	-2	37	-5	-3	-6	3	2
C/C(=N/Oc1nc(C)cc(C)n1)c1ccccc1	-2	-2.2	26	-10	7	-4	-1	-1	6	10
Cc1ccc(C(=O)COC(=O)CNS(=O)(=O)c2ccc(C)cc2)cc1	-5	-0.1	0	5	-9	-2	-1	-1	14	-5
O=C(Cn1cc2c(n1)CCCCC2)NCCCN1CCOCC1	-6	0.7	9	-26	-19	/	/	-2	-33	26
CCS(=O)(=O)NCCc1cc2ccc(C)cc2[nH]c1=O	-7	1.1	-5	4	2	-1	-1	0	7	-4
COc1ccccc1C(=O)Nc1ccnn1C1CCN(CCC(C)c2ccc(C)o2)CC1 (configuration not stated)	-8	-2.3	-2	3	1	-1	4	-5	2	-3
Cc1ccc(NC(=O)CN2C(=O)NC(C)(CC(C)C)C2=O)c(Br)c1 (configuration not stated)	-15	0.0	-1	-6	5	0	1	-6	-31	6
O=C(CNC(=O)c1nc[nH]c1C(=O)N1CCNCC1)OCc1ccccc1	-27	1.3	3	-6	-2	-1	/	-4	-11	6
COc1ccc2c(c1)c(/C=N/Nc1ccc(C(=O)O)cc1)c(C)n2C	-7	0.8	12	/	13	2	4	-7	-15	/
Cc1ccc(C)c(S(=O)(=O)N2CCN(C(=O)c3ccc(OCc4c(C)noc4C)cc3)CC2)c1	-7	-1.9	-3	28	-3	-1	-2	-11	-31	-28
O=C(NNC(=S)NC(=O)c1ccc(F)cc1)c1ccncc1	-9	-2.4	2	-18	6	-6	-5	-2	1	18
c1ccc2c(c1)CCc1ccccc1C2=C1CCNCC1	-18	-2.3	/	/	3	1	31	-10	6	/
COC(=O)c1ccc(NC(=O)c2ccc3nc(C)sc3c2)cc1	-6	-4.3	/	-22	0	/	-12	-7	4	22
NNC(=O)c1ccc([N+](=O)[O-])c(CS(=O)(=O)c2ccc(Cl)cc2)c1	-7	-1.2	0	4	-5	-1	4	-8	3	-4
CC(=O)Nc1ccc(NC(=O)C(C)OC(=O)CCCN=C2NS(=O)(=O)c3ccccc32)cc1 (configuration not stated)	2	-1.3	-2	-14	34	-4	/	0	14	14
COC1(NS(=O)(=O)c2ccc(Br)cc2)C(C)=CC(=O)C=C1C	-8	0.1	-5	0	12	-18	-2	-10	11	0
COc1ccccc1NC(=O)N1c2ccc(F)cc2CCC1C (configuration not stated)	-8	-0.8	/	29	5	-2	-10	-6	/	-29
COc1ccc(-c2cc(C(F)(F)F)c(C#N)c(SCC(=O)O)n2)cc1	-5	-1.4	-16	10	-57	4	23	-6	/	-10
O=S(=O)(Nc1cc(S(=O)(=O)N2CCOCC2)ccc1NCC1CCCO1)c1ccccc1F (configuration not stated)	-13	-1.3	0	-25	4	?	1	-1	-1	/
CN(c1ccccc1)S(=O)(=O)c1ccc(Cl)c(C(=O)Nc2ccccc2N2CCOCC2)c1	-10	-0.3	-14	9	-9	-3	6	-5	-7	-9
c1ccc(-c2nnc(-c3ccccn3)nn2)nc1	0	1.6	36	3	3	6	1	-1	-7	-3
O=C(Nc1ccc2c(c1)OCO2)c1cccc2c1C(=O)N(Cc1cccnc1)C2	-16	-0.8	11	-4	2	1	1	-18	5	4
Cc1ccc2c(c1)NC(=O)c1cc([N+](=O)[O-])ccc1O2	-9	-0.7	11	-20	2	/	-1	31*	-3	20
O=C(C1CCCO1)N1CCN(S(=O)(=O)c2cc(C(F)(F)F)ccc2Cl)CC1 (configuration not stated)	0	-2.9	3	-28	-1	1	1	-9	-11	28
COc1ccc2[nH]c3c(c2c1)CCNC3=O	-21	-0.3	-15	-12	3	-7	/	0	-5	12
COc1ccc(-c2csc(N3CCN(C(=O)c4ccco4)CC3)n2)cc1	-2	-0.9	8	11	-2	/	/	-9	-46	-11
NC(=O)[C@H]1CC2(CC(c3cccc(NC(=O)COc4ccc(Cl)cc4)c3)=NO2)CN1C(=O)c1ccccc1C(=O)c1ccccc1 (some centres not stated)	-12	-2.8	-12	77*	-3	12	/	-5	-48	-77
NC(=O)C1CCN(Cc2nnnn2Cc2ccco2)CC1	6	/	-5	-24	-13	-1	-5	-10	-7	24
CN1CCCCCC1=Nc1ccccc1C#N	-15	-1.1	-10	0	-5	1	6	2	39	0
CSc1ccc(S(=O)(=O)N2CC(=O)Nc3ccccc32)cc1	9	-0.6	6	1	9	-3	2	-9	4	-1
